KCNH2 3.1 block: blocks the human KCNH2 3.1 channel isoform. activity change, % (tested at about 1.8 µM). U2OS KCNH2 3.1, thallium flux FluxOr; hits give low values. AID 720553. actives 0.95% (n = 340,000);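 active = maximum activity change below -70%; inconclusive = maximum activity change from -70% to -50%; inactive = maximum activity change above -50%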;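 also: thallium influx rate constant from kinetic fluorescence after stimulation buffer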
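Kinetic fluorescence (2 min after stimulation buffer) measures Tl+ influx through KCNH2 3.1 expressed by viral transduction in U2OS cells; the rate constant is normalized against DMSO controls serving as positive and negative references.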
Starred values were filed as active, the others as inactive; ? = inconclusive. % is scaled to controls: 0 for no effect and ±100 for the full control effect. Only part of the results is shown; rates above refer to the full screens.

compound	KCNH2 3.1 block
O=C(C[C@H]1C[C@@H]2c3cc(NC(=O)c4ccc5c(c4)OCO5)ccc3O[C@@H]2[C@H](CO)O1)NCc1cc(F)ccc1F	0.6
O=C(NCc1cccnc1)c1cc(C(=O)NCc2cccnc2)cc([N+](=O)[O-])c1	-3.8
O=C(NCc1ccccc1)c1onc(CSc2ccc(F)c(F)c2)c1C(=O)NCc1ccccc1	0.3
COc1cc(CNC(=O)c2cnccn2)cc(OC)c1	11.7
CCc1nnc(NS(=O)(=O)c2ccc(NC(=O)C(c3ccccc3)c3ccccc3)cc2)s1	-4.0
CC(=NO)c1ccc2c(c1)Cc1cc([N+](=O)[O-])ccc1-2	12.7
Cc1ccc(C(=O)NNC(=S)NC(=O)c2ccccc2)cc1	13.6
O=C(Nc1nnc(-c2cccs2)o1)c1cccc(F)c1	5.3

The listing continues:
compound	KCNH2 3.1 block
COc1ccc(C2=CC(=O)C[C@H](CN3C(=O)c4ccccc4C3=O)N(C(=O)OC(C)(C)C)O2)cc1	-17.5
Cc1cccc(C(=O)Nc2scc(-c3ccc(Br)cc3)c2C(=O)O)c1	4.0
CCN1/C(=C2/SC(=S)N(C)C2=O)C=Cc2cc(C)ccc21	5.9
CCC(=O)N1CCc2cc(Br)c(S(=O)(=O)CCC(=O)NCCc3ccccc3)cc21	5.8
COc1ccc(C(=O)NC(C(=O)N2CCN(C/C=C/c3ccccc3)CC2)C(C)C)cc1 (configuration not stated)	2.0
O=C1CC[C@@H]2CC(N3CCN(c4ccccc4)CC3)C[C@@H]3CCN1[C@H]23 (some centres not stated)	11.1
COCCCNC(CC(=O)Nc1cc(C)cc(C)c1)C(=O)O (configuration not stated)	3.8
O=C(CCCN1CCN(c2ccccc2)CC1)c1ccc(F)cc1	-49.5

More records follow.
compound	KCNH2 3.1 block
Cc1cn([C@H]2C[C@H](O)[C@@H](CNC=O)O2)c(=O)[nH]c1=O	21.3
CCC1(c2ccccc2)SC(N)=NC1=O (configuration not stated)	1.1
Cc1ccc(S(=O)(=O)CCC(=O)OCC(=O)NCc2ccc(F)cc2)cc1	0.1
Cc1ccc(NC(=O)c2ncn(CCCNCC(C)c3ccccc3)n2)cc1C (configuration not stated)	-4.9
CCN(CC)C(=O)c1sc2nc(-c3ccccn3)[nH]c(=O)c2c1C	-5.1
Cc1ccccc1N(CC(=O)N1CCCC1)S(=O)(=O)c1ccc(Cl)cc1	2.0
O=C(O)c1cccc(COc2cccc3ccccc23)c1	0.2
COC(=O)C1=C/CCCN(C(c2ccccc2)c2ccccc2)/C=C\1C(=O)OC	-6.2

The listing continues:
compound	KCNH2 3.1 block
O=C(Cc1ccc(NC(=O)C2CCN(C(=O)c3ccccc3)CC2)cc1)Nc1ccc(C(=O)N2CCOCC2)cc1	22.0
C[C@H](CO)N1C[C@H](C)[C@H](CN(C)S(=O)(=O)c2cccc(F)c2)Oc2ncc(-c3cccc(C(=O)N(C)C)c3)cc2C1=O	7.2
CC1=C(C(=O)N(C)C)CC(CC(=O)NCc2cccc3ccccc23)C(=O)N1Cc1ccccc1 (configuration not stated)	-5.5
COCCNC(=O)C(=O)NCC1CCCN1S(=O)(=O)c1cccs1 (configuration not stated)	-8.1
Cc1ccc(NC(=O)c2cc(S(=O)(=O)N3CCCCC3)ccc2N2CCOCC2)cc1S(=O)(=O)N(C)C	-2.3
CC(=O)NN(O)C1N(C)C(=O)N(Cc2ccccc2)C1(C)C (configuration not stated)	-6.7
Brc1ccccc1OCCN1CCCC1	-15.9
COc1ccc(S(=O)(=O)N2CCCC(C(=O)NCc3cccnc3)C2)cc1C (configuration not stated)	2.8

Further entries follow:
compound	KCNH2 3.1 block
C=CCN(Cc1ccc(Br)s1)C(=O)c1ccc(OCc2c(C)noc2C)cc1	0.4
C[C@@H]1CN([C@@H](C)CO)C(=O)CCCn2cc(nn2)CO[C@H]1CN(C)S(=O)(=O)c1cccc(C#N)c1	4.4
Cc1cn([C@H]2C[C@H](O)[C@@H](CNCc3cccn3-c3nccs3)O2)c(=O)[nH]c1=O	16.9
CCN1C(=O)[C@H]2[C@@H](c3ccc(OC)cc3)N[C@]3(CCCN(Cc4ccc(OC)cc4)C3=O)[C@H]2C1=O	-3.9
Cc1ccc(Nc2c(O)nc[nH]c2=O)cc1	0.8
Cc1ccc(C(=Cc2ccc([N+](=O)[O-])cc2)C(=O)O)cc1	8.9
COc1ccc(-c2nc(CN3CCC(C(=O)NC4CCCc5ccccc54)CC3)c(C)o2)cc1OC (configuration not stated)	5.2
CC(=O)Nc1cccc(OCCOc2cccc([N+](=O)[O-])c2)c1	-11.3

New compounds follow.
compound	KCNH2 3.1 block
C#CCOCCOCCOCCNc1nc(N2CCN(C(=O)Cn3cc(CC(C)O)nn3)CC2)nc(N2CCN(C(=O)[C@H](CCCCN)n3cc(CCCC)nn3)CC2)n1 (some centres not stated)	-20.7
Oc1ccccc1C1SC(c2ccccc2O)SC(c2ccccc2O)S1 (configuration not stated)	12.7
O=C(c1cccc(Cl)c1)N1CCC2CC1c1cc(-c3ccc(F)cc3)ccc12 (configuration not stated)	-17.4
C[C@@H]1CCC[C@@]2(O[C@@H](CCO)C[C@@H](O)[C@@H]2O)O1	-2.9
COC(=O)C1(C)CCC(C(=O)Nc2ccccc2)C1(C)C (configuration not stated)	-8.4
COc1cc(C)c(C(=O)CC(=O)c2c(C)cc(OC)cc2C)c(C)c1	15.7
CCOC(=O)c1ccc(N(CCC2CO2)S(=O)(=O)c2ccc(C)cc2)cc1 (configuration not stated)	-12.8
Cc1nn(-c2nccs2)c2c1C(=O)CC(C)(C)C2Br (configuration not stated)	-3.0

Other records
compound	KCNH2 3.1 block
COCCNC(=O)c1nn2c(C(F)(F)F)cc(-c3ccccc3)nc2c1Br	4.3
CCOc1ccc(C(C)NC(=O)c2cccs2)cc1OCC (configuration not stated)	1.0
CC1(O)C(c2ccccc2)=Nc2ccccc21 (configuration not stated)	-43.3
CNC[C@@H]1OCc2ccccc2-c2ccccc2C(=O)N([C@H](C)CO)C[C@@H]1C	-17.8
Cc1ccc(-c2ccccc2C2=CC(=O)CC(C)(C)C2=O)cc1	4.4
O=C(C1CCCCC1)N1C[C@@H](O)[C@H](n2cc(-c3ccc(F)cc3)nn2)C[C@@H]1c1ccccc1	-0.1
Cc1c(Cl)cccc1NC(=S)NCc1ccccc1	15.6
CCN(CC)c1ccc(C(=O)NNC(=O)Cn2c(=O)cnc3ccccc32)cc1	-9.1

By substructure, the entries above containing an NH in an aromatic ring.
compound	KCNH2 3.1 block
Cc1cn([C@H]2C[C@H](O)[C@@H](CNC=O)O2)c(=O)[nH]c1=O	21.3
CCN(CC)C(=O)c1sc2nc(-c3ccccn3)[nH]c(=O)c2c1C	-5.1
Cc1cn([C@H]2C[C@H](O)[C@@H](CNCc3cccn3-c3nccs3)O2)c(=O)[nH]c1=O	16.9
Cc1ccc(Nc2c(O)nc[nH]c2=O)cc1	0.8

Next part.
compound	KCNH2 3.1 block
COC(=O)[C@H]1[C@H](c2ccccc2)[C@H](C(=O)OC)O[C@H]1c1ccccc1	-8.0
CCCn1c(N)c(C(=O)CSc2nnc(Cc3cccs3)n2C2CC2)c(=O)[nH]c1=O	7.7
CC(=O)OC1C([N+]2(C)CCCCC2)C[C@H]2C3CC[C@H]4C[C@H](OC(C)=O)C([N+]5(C)CCCCC5)CC4(C)[C@H]3CCC12C (some centres not stated)	-5.4
c1ccc(NCCc2ccccn2)cc1	-15.4
CCn1cc(C(=O)Nc2ccc(C)cc2[N+](=O)[O-])c(C)n1	10.8
COc1ccc(OCC(CO)N2CCN(c3ccccc3)CC2)cc1 (configuration not stated)	-20.3
CC1(C)CC(=O)C=C(C(=O)N2CCCC(C(=O)c3cc(F)ccc3F)C2)O1 (configuration not stated)	-5.1
Cc1occc1C(=O)N/N=C/C1=C(N2CCOCC2)C(=C/c2ccc(Cl)cc2Cl)/CC1	-4.7

Additional entries.
compound	KCNH2 3.1 block
C[C@H]1CN([C@@H](C)CO)C(=O)c2cc(Br)cnc2O[C@H]1CN(C)C(=O)C1CCC1	6.5
CN(C(=O)c1cccc(NC(=O)Cc2ccc(NC(=O)C3CCN(C(=O)C4CCCCC4)CC3)cc2)c1)C1CCC1	-25.7
O=c1oc(-c2ccccc2)c(-c2ccccc2)c2ccccc12	-12.7
C[C@@H]1CN([C@H](C)CO)C(=O)CCCn2nncc2CO[C@H]1CN(C)Cc1ccccc1C(=O)O	14.8
CC1=C(C(=O)N(C(C)C)C(C)C)CC(CC(=O)NCc2cccs2)C(=O)N1Cc1ccccc1 (configuration not stated)	-4.7
CC(=NCc1ccccc1)c1ccc(O)cc1O	1.1
c1cc2c3c(cccc3c1)-c1cnccc1-2	-12.5
Cc1cccc(NC(=O)c2nc[nH]c2C(=O)Nc2cc(Br)ccc2F)c1	1.2

New compounds follow.
compound	KCNH2 3.1 block
C[C@@H]1CCCCO[C@@H](CN(C)C(=O)c2ccncc2)[C@@H](C)CN([C@H](C)CO)C(=O)c2cc(N(C)C)ccc2O1	10.6
CCCCCCN1C[C@H](n2cc(C3CC3)nn2)[C@@H](O)C[C@@H]1c1ccc(OC)cc1	-21.3
CN(C)CCCCCCCCCCC(=O)/C=N/O	8.9
O=C(Nc1ccccc1)c1nc[nH]c1C(=O)Nc1ccccc1F	-1.5
CCN(C(=O)c1c([N+](=O)[O-])cnn1C)c1ccccc1	11.9
Cc1cc(C)n2nc(N)nc2n1	16.2
O=C(NN=Cc1ccccc1Cl)c1cccc2ccccc12	6.0
CC(=O)c1c(C)[nH]c(C(=O)OCC(=O)N2CCN(c3ccccc3)CC2)c1C	-2.5

Further records follow:
compound	KCNH2 3.1 block
CCCCNc1ccc2c(c1)C1CC2CCN1C(=O)OCc1ccccc1 (configuration not stated)	-25.4
COc1ccc(C(=O)NC(C)Cc2c[nH]c3ccccc23)cc1 (configuration not stated)	3.0
COc1ccc(Cl)cc1NC(=O)C1CC(c2ccccc2Cl)=NO1 (configuration not stated)	3.3
COc1ccccc1NC(=O)C1=C(C)Nc2nc(-c3cccnc3)nn2C1c1ccccn1 (configuration not stated)	-2.3
COc1ccc(CNC(=O)Cn2cc(C)c(=O)[nH]c2=O)cc1	-1.1
CCCn1cnc2c(SCCc3ccccc3)nc(N)nc21	-2.1
O=C(NCCN1CCN(c2cccc(Cl)c2)CC1)c1cccn2c(=O)c3ccccc3nc12	?
COc1ccc(CN(C)C(=O)Cn2cc(C)c(=O)[nH]c2=O)cc1OC	-12.9

Other records follow.
compound	KCNH2 3.1 block
O=C(O)C(CCc1ccccc1)N1C(=O)c2ccccc2C1=O (configuration not stated)	-8.9
Clc1ccc(CNc2ncnc3[nH]ncc23)cc1Cl	-19.9
COc1ccc(CN2CCN(S(=O)(=O)c3ccc(C)cc3)CC2)cc1OC	0.5
C#CCN(C[C@@H]1[C@@H](OC(=O)NC2CC2)[C@@H](OC(=O)NC2CC2)CN(C(=O)OC(C)C)N1C(=O)OC(C)C)S(=O)(=O)c1ccc(C)cc1	-1.5
O=C(COC(=O)c1ccc([N+](=O)[O-])cc1)Nc1cccnc1Cl	10.2
C[C@H]1CN([C@@H](C)CO)C(=O)CCCn2nncc2CO[C@H]1CN(C)C(=O)c1ccncc1	-18.1
COc1ccc(C2CC(c3ccccc3O)=NN2c2ccccc2)cc1 (configuration not stated)	0.2
O=C1c2oc3ccc(F)cc3c(=O)c2C(c2ccc(F)cc2)N1CCCN1CCOCC1 (configuration not stated)	0.7

(more compounds)
compound	KCNH2 3.1 block
O=S(=O)(NC(=S)c1ccccc1)c1ccccc1	-5.3
CCN(CC)C(=O)C1=C(C)N(Cc2ccc(OC)cc2)C(=O)C(CC(=O)NCCc2ccccn2)C1 (configuration not stated)	17.4
O=S(=O)(Cc1ccc(Cl)cc1)Oc1ccc(Cl)cc1	-21.5
Cc1ccc2c(C)c(C(=O)N3CCN(c4ccncc4)CC3)oc2c1C	4.0
CCOC(=O)N1CCC(NC(=O)c2ccc3c(c2)N(CC)CCS3)CC1	9.3
O=C(Nc1ccncc1)C1CC(=O)N(c2ccccc2)C1 (configuration not stated)	2.2
O=C(Nc1ccc(C(=O)N2CCOCC2)cc1)c1ccccc1Cl	-3.2
COC(=O)c1sccc1NC(=O)c1cccc(Cl)c1	-3.3

Going on with the list.
compound	KCNH2 3.1 block
C[C@H]1CN(S(=O)C(C)(C)C)[C@@H](CCO)/C1=C\c1ccccc1 (some centres not stated)	3.9
S=C(NC1CCCCC1)NN1CCCCCC1	19.9
COc1ccc(C(=O)NCC2(c3ccc(OC)c(OC)c3)CCCC2)cc1OC	-2.8
COc1ccc(CCNC(=O)CCCn2c(=S)[nH]c3ccsc3c2=O)cc1OC	20.0
CN(CCOc1ccccc1)C(=O)c1cc(S(=O)(=O)N2CCOCC2)c(Cl)cc1Cl	-2.5
Cc1cc([N+](=O)[O-])c(NCCCCCCO)c([N+](=O)[O-])c1	0.3
COc1ccc2oc(C)c(C(=O)c3ccccc3)c2c1	10.2
CCCN1CCN(C(=O)c2ccc3[nH]c(C)c(C)c3c2)CC1	-8.2
COc1ccc(NC(=O)C[C@H]2C(=O)N(Cc3cccnc3)C[C@@H]2Cc2ccccc2)cc1	13.9
COc1cccc(OC(=O)c2ccccc2)c1OC(=O)c1ccccc1	-25.8
Cc1cccc(-c2cc3nc(C)cc(=O)n3[nH]2)c1	7.7

An excerpt from above in order of SMILES length, highest first:
compound	KCNH2 3.1 block
CN(CCOc1ccccc1)C(=O)c1cc(S(=O)(=O)N2CCOCC2)c(Cl)cc1Cl	-2.5
C[C@H]1CN(S(=O)C(C)(C)C)[C@@H](CCO)/C1=C\c1ccccc1 (some centres not stated)	3.9
COc1ccc(C(=O)NCC2(c3ccc(OC)c(OC)c3)CCCC2)cc1OC	-2.8
CCCN1CCN(C(=O)c2ccc3[nH]c(C)c(C)c3c2)CC1	-8.2
S=C(NC1CCCCC1)NN1CCCCCC1	19.9

From PubChem
